# Screening results (PubChem BioAssay)
# HSF1 inh – HSF1 inhibition. NIH3T3-HGL HSE-luciferase, MG132-induced, luminescence 8 h; active compounds read low. activity change, negative = inhibition, % at 7.5 µM (by protocol). 0.77% of 300,000 active. AID 2098;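 active = more than half of replicate wells show activity change below -50%, luminescence cut by over half; inconclusive = some wells, but at most half, below -50%; inactive = no replicate well below -50%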;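 also: luciferase reports HSF-1 transcriptional activity via heat shock element; 0% = median of DMSO wells and -100% = zero luminescence signal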
# IEC-6 cytotox – IEC-6 cytotoxicity, counter-screen for KLF5 inhibitors; inhibition, % at 5 µM; 0.78% of 290,000 active; AID 1825; luminescence viability; in the data active = inhibition above about 22%;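 also: 0% = plate median of test compound wells and 100% = cytotoxic reference compound wells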
# Platelet DG rel – platelet dense granule release activity; human platelet-rich plasma, SFLLRN dense granule ATP release, luminescence; inhibition, %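 (compounds screened at 7.5 µM in platelet-rich plasma)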; 0.22% of 300,000 active; AID 1663;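 active = mean replicate score, as percent of positive control, at or above 50; inconclusive = mean below 50 but at least one replicate at or above 50; inactive = mean and every replicate below 50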
# aSyn 5UTR inh – MLPCN primary screen, SNCA 5' untranslated region; alpha-synuclein 5'UTR reporter, inhibitor activity; inhibition, % (tested at 7.5 µM); 0.82% of 300,000 active; in the data active = inhibition above about 60%; inconclusive = no clear call, values can overlap the other calls;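 also: H4 neuroglioblastoma cells stably carrying SNCA 5'UTR luciferase fusion; 0% = DMSO wells and 100% = positive control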
# AI-2 QS modul – modulates the Vibrio harveyi AI-2 quorum sensing system; activity change, % at 7.5 µM; Vibrio harveyi JMH597 AI-2 luminescence/OD600 ratio, 9 h; active compounds read low; strain lacks LuxN and CqsS sensors; 0 = neutral-control median; 0.4% of 300,000 active; in the data active = activity change below about -75%, passing the limit was not always enough; inconclusive = no clear call, values can overlap the other calls;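 also: luminescence divided by OD600 gain over 9 h not by final OD600 alone; inactives centre near 13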
# HSF-1 act – increases HSF-1 driven luciferase reporter signal. 1.7% of 300,000 active. NIH3T3-HGL HSF-1 luciferase reporter, MG132, 8 h; 100% = twice DMSO control signal. activation, % at 9 µM;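 active = mean replicate activation of at least 50% with a set share of replicates each reaching 50%; inconclusive = only one of those two conditions met; inactive = mean below 50% and too few replicates reaching it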;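 also: 0% = median of the neutral control wells and 100% = twice that signal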
# HDAC3 inh – human HDAC3 inhibition. 0.15% of 320,000 active. inhibition, % at 8.3 µM. AID 2718. O15379. recombinant HDAC3, fluorogenic peptide/trypsin coupled, fluorescence; in the data active = inhibition above about 26%, passing the limit was not always enough; inconclusive = no clear call, values can overlap the other calls
# Target sequence (O15379 whole entry, looked up): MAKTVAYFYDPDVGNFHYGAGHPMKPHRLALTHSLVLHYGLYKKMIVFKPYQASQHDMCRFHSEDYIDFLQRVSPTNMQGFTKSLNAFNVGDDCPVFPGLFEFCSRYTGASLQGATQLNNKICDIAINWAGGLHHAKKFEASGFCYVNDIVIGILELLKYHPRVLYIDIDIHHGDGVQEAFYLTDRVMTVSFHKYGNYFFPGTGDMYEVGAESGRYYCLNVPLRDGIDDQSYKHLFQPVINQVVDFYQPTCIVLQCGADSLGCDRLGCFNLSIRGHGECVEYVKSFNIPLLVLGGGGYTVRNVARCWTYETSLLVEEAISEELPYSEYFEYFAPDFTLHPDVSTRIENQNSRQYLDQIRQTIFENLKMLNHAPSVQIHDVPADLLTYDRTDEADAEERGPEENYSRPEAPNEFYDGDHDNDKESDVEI
# HIF act – HIF pathway transcriptional activation; U2OS HRE-luciferase reporter, luminescence; normalized: DMSO 0%, desferrioxamine 100%; AID 1910; activation, % at 7.5 µM (by protocol); 0.32% of 300,000 active;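 active = mean activation of at least 10% of the iron chelator positive control signal, with at least half of replicates also reaching 10%; inconclusive = mean and replicate majority disagree about reaching 10%; inactive = mean and most replicates under 10%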
# HSP90 refold inh – blocks HSP90-mediated luciferase refolding in reticulocyte lysate. Rabbit reticulocyte lysate, luciferase refolding luminescence, 3 h. inhibition, % at 5.6 µM. 0.91% of 290,000 active. AID 1789;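 active = inhibition above the screen-wide mean plus 3 SD, computed separately per campaign, cut at about 16% in these data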;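 also: 0% = DMSO wells and 100% = 60 µM geldanamycin wells; inhibitors lower the luminescence because luciferase stays unfolded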
# KLF5 inhibitor – suppresses KLF5 promoter-driven expression; DLD-1 KLF5 promoter-luciferase reporter, luminescence; AID 1700; 0.23% of 290,000 active; inhibition, % at 5 µM;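 active = inhibition above a per-plate limit of that plate's mean compound inhibition plus 3 SD, cut at about 60% in these data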;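 also: 0% = DMSO wells and 100% = LY294002 at 200 µM; higher means less KLF5 promoter-driven luciferase light; inactives centre near -14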
# Starred values were filed as active, the others as inactive; u = inconclusive; x = not tested or not shown.
1. Oc1c(C=Nc2ccc(Cl)cn2)sc2ccccc12
2. CC(=O)c1cccc(S(=O)(=O)N2CCN(c3nc4cc(C)cc(C)c4cc3C#N)CC2)c1
3. Cc1cc(C)n2nc(C(=O)NCC(=O)Nc3ccc(F)c(F)c3)nc2n1
4. O=C(O)C1OC2OC3(CCCCC3)OC2C2OC3(CCCCC3)OC12 (stereo not drawn)
5. CC1=NN(c2ccccc2)C(=O)/C1=C/c1ccc[nH]1
6. Cc1cc(N2CCN(c3ccccc3)CC2)nc(NCc2ccccc2)n1

assay / compound	1	2	3	4	5	6
HSF1 inh	-10	15	-5	-3	12	5
IEC-6 cytotox	8	2	x	18	1	-4
Platelet DG rel	35	5	-3	-31	17	-3
aSyn 5UTR inh	-180	33	15	-5	-181	-20
AI-2 QS modul	-1	22	21	16	11	x
HSF-1 act	-1	11	-8	-23	25	-4
HDAC3 inh	6	-2	0	-5	16	3
HIF act	2.4	-0.9	0.1	0.4	3.0	-0.6
HSP90 refold inh	24*	3	x	-5	-4	-1
KLF5 inhibitor	14	-30	x	-32	2	-8

7. COc1ccc2c(/C=N/Nc3ccc(C(=O)O)cc3)c[nH]c2c1
8. Cc1ccc(OCCOc2cccc3ccc(C)nc23)c([N+](=O)[O-])c1
9. CCOc1ccc(C(=O)NCC(=O)Nc2ncccc2C)cc1OCC
10. CCOC(=O)c1nn(-c2ccc(F)cc2)c2nc(Nc3ccccc3)cc(=O)n12
11. O=C(Oc1cccc(C(=S)N2CCOCC2)c1)c1ccccc1
12. COc1cc(NS(=O)(=O)c2ccc(NC(C)=O)cc2)ncn1

assay / compound	7	8	9	10	11	12
HSF1 inh	-12	9	5	5	1	-8
IEC-6 cytotox	-2	10	x	1	-6	-3
Platelet DG rel	4	-3	-11	-4	-2	-9
aSyn 5UTR inh	-135	0	24	0	-11	-6
AI-2 QS modul	-33	35	0	7	8	x
HSF-1 act	-11	22	23	17	1	-6
HDAC3 inh	2	4	-1	3	-1	1
HIF act	2.5	-0.1	-0.3	-1.5	0.9	0.2
HSP90 refold inh	15	-4	x	0	-2	-2
KLF5 inhibitor	-13	-29	x	-38	-16	-20

13. O=C(CC12CC3CC(CC(Br)(C3)C1)C2)NCc1ccccc1
14. COCCOC(=O)C1=C(C)Nc2ncnn2C1c1ccco1 (stereo not drawn)
15. CCCN1CCc2c(sc(NC(=O)c3ccc(S(=O)(=O)N(C)c4ccccc4)cc3)c2C(=O)NC)C1
16. CC1(C)CC(=O)C(C=NCC2CCN(C(=S)Nc3cccc(Cl)c3)CC2)=C(O)C1
17. Nc1[nH]c2cc([N+](=O)[O-])ccc2c1-c1ccccn1
18. Cc1cccc(NC(=O)C2CCN(S(=O)(=O)c3c(C)nn(C)c3C)CC2)n1

assay / compound	13	14	15	16	17	18
HSF1 inh	15	-3	-6	-8	-7	7
IEC-6 cytotox	1	-7	5	0	16	5
Platelet DG rel	3	12	12	12	4	13
aSyn 5UTR inh	1	6	-26	21	8	-3
AI-2 QS modul	35	-4	14	9	u	14
HSF-1 act	u	0	7	-6	1	28
HDAC3 inh	-4	-8	-3	6	-1	-3
HIF act	-8.2	0.4	-0.4	-0.5	1.5	-0.2
HSP90 refold inh	-1	2	4	-1	-3	-7
KLF5 inhibitor	-43	-21	-4	-7	13	0

19. Cc1cc(OC(=O)c2cc([N+](=O)[O-])ccc2Cl)c([N+](=O)[O-])c(=O)[nH]1
20. COc1ccc(C2Nc3ccccc3C(=O)N2Cc2ccccc2)cc1CSc1ccccn1 (stereo not drawn)
21. Cc1noc(C)c1C(=O)NCCc1ccccc1
22. CCc1ccc(NC(=S)NNC(=O)c2ccccc2OC(F)F)cc1
23. CSc1nc(C)cc(OCC#N)n1
24. Cc1ccc(NC(=S)N(CCCN2CCN(C)CC2)Cc2cccs2)cc1

assay / compound	19	20	21	22	23	24
HSF1 inh	-3	7	5	-6	-4	11
IEC-6 cytotox	0	-1	-1	15	13	0
Platelet DG rel	6	2	-3	1	-6	-1
aSyn 5UTR inh	-34	12	-29	-45	-17	-16
AI-2 QS modul	6	23	26	21	6	15
HSF-1 act	10	4	-4	-5	12	31
HDAC3 inh	1	-10	-6	8	-10	1
HIF act	0.0	-0.4	-0.3	2.0	-0.6	0.0
HSP90 refold inh	-1	-1	9	-2	1	1
KLF5 inhibitor	-13	3	-21	-9	-11	-10

25. COc1cc(C(=O)N(Cc2ccc(F)cc2)C2CCS(=O)(=O)C2)cc(OC)c1OC (stereo not drawn)
26. N#Cc1c(SCC(=O)Nc2cccc(F)c2)sc2c(O)cc(=O)[nH]c12
27. CC1=C(C(=O)OC(C)(C)C)C(c2cccc3ccccc23)NC(=O)N1 (stereo not drawn)
28. Cc1nc2ccc(S(=O)(=O)NCC(=O)N3CCc4ccccc43)cc2s1
29. CCOc1cc2c(cc1/C=C(/C#N)c1ccc(C(=O)O)cc1)OCO2
30. CCN(CC(=O)NCc1ccc(F)cc1)C(=O)/C=C/c1ccc(S(=O)(=O)N(CC)CC)cc1

assay / compound	25	26	27	28	29	30
HSF1 inh	-3	-5	2	0	-9	-2
IEC-6 cytotox	6	-14	4	-7	1	13
Platelet DG rel	6	0	-7	-3	0	-4
aSyn 5UTR inh	10	-16	27	-1	-14	-79
AI-2 QS modul	-2	23	5	17	23	16
HSF-1 act	11	-6	22	-3	-15	-8
HDAC3 inh	6	0	2	-13	-2	4
HIF act	-0.2	0.8	-12	-0.2	-0.3	3.8
HSP90 refold inh	3	4	1	-4	1	-2
KLF5 inhibitor	-25	-21	-3	-12	-44	25

# The list goes on; the last 4 above are carried over.
27. CC1=C(C(=O)OC(C)(C)C)C(c2cccc3ccccc23)NC(=O)N1 (stereo not drawn)
28. Cc1nc2ccc(S(=O)(=O)NCC(=O)N3CCc4ccccc43)cc2s1
29. CCOc1cc2c(cc1/C=C(/C#N)c1ccc(C(=O)O)cc1)OCO2
30. CCN(CC(=O)NCc1ccc(F)cc1)C(=O)/C=C/c1ccc(S(=O)(=O)N(CC)CC)cc1
31. Cc1cc(-c2csc3ncnc(N4CCN(C)CC4)c23)cc(C)c1C
32. O=c1c2cc(Br)ccc2[nH]c(=S)n1Cc1cccnc1
33. COc1ccc(N2CCN(C(=O)CSc3ncccc3-c3nc4ccccc4[nH]3)CC2)cc1
34. ClC1(Cl)CC1Cn1cnc2ccccc21 (stereo not drawn)
35. O=C(CCC1CCCNC1)c1ccccc1 (stereo not drawn)
36. CC(=O)NC(CCS(C)(=O)=O)C(=O)Nc1cccc(C)c1C (stereo not drawn)

assay / compound	27	28	29	30	31	32	33	34	35	36
HSF1 inh	2	0	-9	-2	-3	2	-16	-1	-70*	0
IEC-6 cytotox	4	-7	1	13	3	4	0	0	2	-8
Platelet DG rel	-7	-3	0	-4	0	-6	-6	20	17	-2
aSyn 5UTR inh	27	-1	-14	-79	-4	6	-114	7	5	7
AI-2 QS modul	5	17	23	16	34	17	37	-9	1	34
HSF-1 act	22	-3	-15	-8	-1	24	-22	0	-75	-9
HDAC3 inh	2	-13	-2	4	4	5	-4	-2	8	-2
HIF act	-12	-0.2	-0.3	3.8	-0.1	0.5	1.0	1.1	-0.4	-0.1
HSP90 refold inh	1	-4	1	-2	-2	-1	3	-3	-3	-4
KLF5 inhibitor	-3	-12	-44	25	-15	-15	-2	-41	-7	-5

37. N#Cc1cccc(C(c2nnnn2Cc2ccccc2)N2CCCC2)c1 (stereo not drawn)
38. Cc1ccc(C(=O)NC2CC(=O)N(c3ccc4c(c3)OCCO4)C2)cc1[N+](=O)[O-] (stereo not drawn)
39. COc1ccc(-c2cc(C#N)nc(Cl)n2)cc1
40. CCOc1ccccc1N(CC(=O)Nc1ccc2c(c1)OCCO2)S(C)(=O)=O
41. COC(=O)COc1nsnc1N1CCOCC1
42. COc1ccc(C2(O)CCN(CC(=O)Nc3nc(-c4ccccc4)cs3)CC2)cc1

assay / compound	37	38	39	40	41	42
HSF1 inh	9	0	-4	0	-3	2
IEC-6 cytotox	-1	x	3	5	2	-6
Platelet DG rel	7	-15	-3	4	-3	5
aSyn 5UTR inh	19	12	1	5	3	-54
AI-2 QS modul	10	25	1	3	12	0
HSF-1 act	-4	1	-1	-2	1	3
HDAC3 inh	1	-2	0	4	-1	-10
HIF act	-0.3	-0.2	0.1	-0.8	0.5	0.1
HSP90 refold inh	0	x	4	-1	2	-2
KLF5 inhibitor	-20	x	-6	-24	-19	-16

43. O=C(COC(=O)c1cccc(NS(=O)(=O)c2ccc(F)c(F)c2)c1)NC(=O)NC1CCCC1
44. O=C(Nc1cccnc1)c1ccc(F)c(S(=O)(=O)N2CCOCC2)c1
45. Cc1ccc(Oc2nc3ccccn3c(=O)c2/C=C(\C#N)C(=O)NC2CCS(=O)(=O)C2)c(C)c1 (stereo not drawn)
46. CC1=NN(c2ccccc2)C(=O)/C1=C/c1c(O)n(-c2ccc(F)cc2)[nH]c1=O
47. CN(C)S(=O)(=O)c1cccc(NC(=O)CNCC2CCCCC2)c1
48. CC(Sc1nnc(C(C)N(C)C)n1-c1ccc(Cl)cc1)C(=O)Nc1ccc2c(c1)OCO2 (stereo not drawn)

assay / compound	43	44	45	46	47	48
HSF1 inh	-9	-7	25	-7	-3	-6
IEC-6 cytotox	-1	-2	56*	0	-9	-1
Platelet DG rel	3	-6	51*	20	2	2
aSyn 5UTR inh	5	-3	-16	-134	3	22
AI-2 QS modul	18	14	21	31	27	20
HSF-1 act	2	2	31	-4	6	2
HDAC3 inh	6	0	8	5	-2	5
HIF act	0.0	-43	0.6	0.1	0.6	0.3
HSP90 refold inh	1	-2	2	-2	-2	0
KLF5 inhibitor	-29	-11	-6	-20	-4	2

49. COc1ccc(-c2oc3ncn(Cc4ccco4)c(=N)c3c2-c2ccc(OC)cc2)cc1
50. Nc1cc(=O)[nH]c(SCC(=O)N2CCN(S(=O)(=O)c3ccc4ccccc4c3)CC2)n1
51. CCOC(=O)C1(P(=O)(c2ccccc2)c2ccccc2)CCC1
52. Nc1cccc(NC(=O)CN2CCOCC2)c1
53. COC(=O)c1ccc(NC(=O)C2CCCN(S(=O)(=O)c3cnc[nH]3)C2)cc1 (stereo not drawn)
54. COc1cc2c(cc1NC(=O)COC(=O)[C@@H](NC(=O)c1ccccc1)C(C)C)oc1ccccc12
55. Cc1ccc(Cl)cc1N1CCN(C(=O)c2ccc3nc[nH]c3c2)CC1
56. Cn1c(C(=O)N2CCCC(C(=O)c3ccc(C(F)(F)F)cc3)C2)cc(=O)n(C)c1=O (stereo not drawn)
57. O=C(NCc1ccc(F)cc1)C1CCC(=O)N1C1CCCCC1 (stereo not drawn)

assay / compound	49	50	51	52	53	54	55	56	57
HSF1 inh	-1	-3	-5	-2	-1	25	6	-3	4
IEC-6 cytotox	-3	-1	-5	2	-6	-3	4	-3	-2
Platelet DG rel	-8	-2	0	-1	20	-18	-1	8	-8
aSyn 5UTR inh	36	-3	-8	-8	-13	-13	24	15	3
AI-2 QS modul	25	34	20	11	-4	3	4	6	14
HSF-1 act	6	15	-13	20	3	34	24	-14	-4
HDAC3 inh	-8	7	3	2	3	2	13	-3	0
HIF act	-1.1	-0.4	-0.3	0.5	x	-4.3	-0.3	-0.2	0.0
HSP90 refold inh	2	2	2	-4	-1	-7	-7	7	3
KLF5 inhibitor	-18	-23	-9	-15	-4	-19	-10	-40	-22
